Assay outcomes (PubChem)
DAGLB inh = diacylglycerol lipase beta (human) inhibition; Q8NCG7; HEK293T DAGLB membrane lysate, EnzChek fluorogenic substrate; inhibition, % at 5.17 µM; actives 0.059% (n = 340,000); in the data active = inhibition above about 34%;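 also: 0% = enzyme with vehicle and 100% = wells lacking enzyme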
Target sequence (Q8NCG7 whole entry, looked up): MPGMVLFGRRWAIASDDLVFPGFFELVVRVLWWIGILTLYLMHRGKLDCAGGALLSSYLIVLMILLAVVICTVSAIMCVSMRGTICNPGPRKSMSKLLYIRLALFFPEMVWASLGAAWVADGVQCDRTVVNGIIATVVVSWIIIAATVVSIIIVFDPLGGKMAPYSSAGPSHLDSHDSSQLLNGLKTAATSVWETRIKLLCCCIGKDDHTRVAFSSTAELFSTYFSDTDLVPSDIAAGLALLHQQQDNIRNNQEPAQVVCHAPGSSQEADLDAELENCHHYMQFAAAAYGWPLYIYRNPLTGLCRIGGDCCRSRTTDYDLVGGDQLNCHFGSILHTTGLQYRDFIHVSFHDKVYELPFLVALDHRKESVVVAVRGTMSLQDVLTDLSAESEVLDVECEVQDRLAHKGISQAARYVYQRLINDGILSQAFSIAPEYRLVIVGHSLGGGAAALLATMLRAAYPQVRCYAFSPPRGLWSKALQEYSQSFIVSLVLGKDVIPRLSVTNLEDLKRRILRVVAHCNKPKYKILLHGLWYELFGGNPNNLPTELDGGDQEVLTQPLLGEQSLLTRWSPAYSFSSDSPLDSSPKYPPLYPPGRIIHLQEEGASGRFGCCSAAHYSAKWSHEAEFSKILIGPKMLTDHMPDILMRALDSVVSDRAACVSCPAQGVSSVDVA
PfHsp90 set2 = inhibits growth of yeast expressing Plasmodium falciparum Hsp90; S. cerevisiae expressing PfHsp90, BacTiter-Glo ATP, 48 h; yeast lacking PDR1 and PDR3 efflux regulators; inhibition, % at 9.4 µM; actives 0.32% (n = 310,000); AID 504621;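 active = every replicate shows inhibition above about 80%, whatever the replicate mean, limit read from the data; inconclusive = mean inhibition reaches the set limit but some replicate falls short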;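 also: 0% = DMSO neutral controls and 100% = 20 µM radicicol positive controls; yeast relying on Plasmodium falciparum Hsp90 in place of its own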
Tat transport = inhibitors of E. coli Tat protein transport; actives 0.036% (n = 340,000); E. coli MC4100 TorA-mCherry Tat export, fluorescence; AID 488895; inhibition, % at 10 µM;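 active = mean replicate inhibition at least 50% and at least half of replicates individually reaching 50%; inconclusive = only one of the two criteria met; inactive = neither criterion met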;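 also: exported cargo escapes ClpAP degradation while cytoplasmic cargo is degraded and loses fluorescence; 0% = median of neutral control wells and 100% = median of NaSCN control wells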
CAL PDZ inh = inhibitors of human CAL PDZ peptide binding. Q9HD26. purified CAL PDZ, TMR-peptide fluorescence polarization, 1 h. inhibition, % at 20 µM. actives 0.02% (n = 330,000);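 active = highest replicate inhibition of at least 40%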;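 also: plate controls were DMSO neutral control wells for no effect and unlabeled competitor peptide control wells for full effect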
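material = purified tagged CAL PDZ domain construct (CerCALP) | buffer or medium = sodium phosphate/NaCl buffer pH 7.4 with TCEP, IgG, Thesit | reagent = TMR-labelled reporter peptide T*-PRC34 bound in PDZ groove | incubation = 1 h room-temperature incubation prior to read | measured by = fluorescence polarization (mP) | evaluation = percent inhibition from loss of millipolarization | control set = unlabelled peptide and DMSO controls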
Wnt bcat act = activates Wnt/beta-catenin signaling in a reporter cell assay. activation, % at 9.35 µM. activator, plate reader. actives 1.2% (n = 300,000). AID 743398; in the data active = activation above about 30%, passing the limit was not always enough; inconclusive = no clear call, values can overlap the other calls;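 also: 0% = neutral control wells and 100% = positive control wells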
phage Ecoli inh = E. coli growth loss with phage present. growth absorbance. inhibition, % at 11.9 µM. actives 0.26% (n = 360,000). AID 651602; in the data active = inhibition above about 11%
AddAB inh = less growth of phage-infected E. coli with AddAB. E. coli expressing H. pylori AddAB, absorbance growth. inhibition, % at 11.9 µM. actives 0.29% (n = 330,000). AID 435030; in the data active = inhibition above about 12%;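 also: 0% = vehicle wells of infected cells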
E coli growth = reduces bacterial viability in AddAB counter-screen | E. coli V3065 growth, OD600 absorbance, 18 h | inhibition, % at 11.9 µM | actives 0.27% (n = 330,000) | AID 449728;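 active = inhibition above the campaign's mean inhibition across all tested compounds plus 3 SD, cut at about 9.9% in these data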;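 also: uninfected addAB+ strain grown without phage in ampicillin broth; 0% = DMSO wells and 100% = ciprofloxacin 0.95 µg/ml wells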
Rtt109 Vps75 = C. albicans Rtt109 histone acetyltransferase inhibition; purified Rtt109/Vps75, ThioGlo CoA-SH fluorescence, 4 h; inhibition, % at 34.9 µM; actives 0.16% (n = 330,000);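 active = inhibition of at least 50% in every replicate; inconclusive = best replicate reaches 50% inhibition but some replicates fall short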
Target sequence (Q5AAJ8 whole entry, looked up): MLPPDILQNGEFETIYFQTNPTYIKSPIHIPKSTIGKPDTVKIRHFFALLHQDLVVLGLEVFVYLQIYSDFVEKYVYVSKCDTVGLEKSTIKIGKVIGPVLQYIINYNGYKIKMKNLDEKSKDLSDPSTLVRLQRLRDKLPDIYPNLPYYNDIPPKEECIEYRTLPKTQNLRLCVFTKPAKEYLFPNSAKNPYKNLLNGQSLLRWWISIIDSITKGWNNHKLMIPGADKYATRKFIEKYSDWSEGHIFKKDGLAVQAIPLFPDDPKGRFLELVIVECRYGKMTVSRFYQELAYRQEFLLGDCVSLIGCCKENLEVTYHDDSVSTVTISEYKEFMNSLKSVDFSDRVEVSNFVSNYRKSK
PvdQ acylase = blocks Pseudomonas aeruginosa PvdQ acylase activity; purified PvdQ acylase, fluorescence plate reader; inhibition, % at 10 µM; actives 0.063% (n = 340,000); AID 488965; in the data active = inhibition above about 30%, passing the limit was not always enough; inconclusive = no clear call, values can overlap the other calls;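 also: 0% = vehicle neutral wells and 100% = reference inhibitor wells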
* hit, by the source's call; u = inconclusive; x = no result given.

Values run as follows: DAGLB inh	PfHsp90 set2	Tat transport	CAL PDZ inh	Wnt bcat act	phage Ecoli inh	AddAB inh	E coli growth	Rtt109 Vps75	PvdQ acylase
O=C(NCCc1ccc(Cl)cc1)c1cc(-c2ccncc2)nc2ccccc12
 : -15	8	1	0.2	1	1.1	1.4	-0.2	-1	-4
N#CN(Cc1ccccc1)Cc1ccccc1
 : 1	8	-3	-0.8	-1	2.3	-4.5	-1.6	-11	92*
O=C(NCCc1csc(-c2ccc(Cl)cc2)n1)c1ccco1
 : 0	4	-16	-1.3	-2	4.2	2.2	0.8	7	8
O=C1CN(/N=C/c2ccc([N+](=O)[O-])o2)C(=O)N1
 : x	x	x	x	2	77*	99*	99*	x	x
Cc1cc2nc(CSc3ccc(Cl)cc3)cc(=O)n2[nH]1
 : 3	4	0	-0.9	-6	-0.5	-4.4	-5.4	-4	-13
Cc1c(NC(=O)Nc2ccc3c(c2)OCO3)cccc1[N+](=O)[O-]
 : -1	0	-7	0.4	7	-0.2	-1.1	1.6	28	6
O=C(c1c(F)cccc1Cl)N1CCN(c2ccccn2)CC1
 : -2	-52	-1	-4.4	-5	0.2	3.5	2.6	-5	-8
NC(=O)c1ccccc1NC(=O)c1ccc2c(c1)OCO2
 : -4	21	-1	-0.9	42*	3.5	3.6	0.3	5	-17
COc1ccccc1/C=C/C(=O)c1ccc(Cl)cc1
 : -8	2	0	-0.1	x	2.4	-1.7	-0.4	-3	8
O=C(C(=O)N1CCc2ccccc2C1)c1cn(CC(=O)N2CCOCC2)c2ccccc12
 : 0	1	-3	0.2	-5	2.8	0.0	0.9	3	-7
N#Cc1c(-c2ccco2)cc(C2CC2)nc1N
 : -1	-33	2	0.0	x	4.2	0.4	1.7	1	-9
O=C(NCCCN1CCOCC1)c1ccc(N2CCCC2)c([N+](=O)[O-])c1
 : -1	-1	-2	-2.3	-2	6.6	3.4	0.0	1	7
O=C(NC1=NCCS1)c1ccc(Br)s1
 : -1	-11	3	-1.1	x	0.6	1.6	-1.3	0	-4
O=[N+]([O-])c1cc(-c2nnc(N3CCOCC3)c3ccccc23)ccc1N1CCOCC1
 : 5	-7	-2	-2.9	-6	5.0	1.1	-1.5	-2	-6
Nc1ncnc2c1ncn2[C@@H]1O[C@H](CNC(=O)[C@@H](N)COCc2ccccc2)[C@@H](O)[C@H]1O
 : -1	11	26	-0.6	x	x	1.2	3.7	-2	-16
COc1ccc(C(C)=O)cc1COC(=O)C1CCN(C(=O)c2ccc(Cl)cc2)CC1
 : -11	-16	-1	-0.9	-1	-0.1	-0.7	1.2	-2	-17
Nc1cc(-c2ccccc2)ccc1O
 : 1	63	1	0.5	15	2.1	4.0	0.7	-2	-11
CC1CCN(c2nnc(N)s2)CC1
 : -2	-1	-10	-0.4	x	0.5	x	x	7	-14
N#CCC(=O)NN=C1CCCCCCCCCCC1
 : -4	12	1	-0.5	-2	2.2	0.9	-1.2	-3	11
CC(=O)n1cc(/C=N/NC(=O)c2ccc([N+](=O)[O-])cc2)c2ccccc21
 : -4	19	0	0.3	0	2.2	0.6	0.2	x	3
O=C(Nc1ccccc1)OCCNC(=O)c1cccc(Br)c1
 : 0	10	-2	-1.7	0	0.0	-1.0	-0.6	-2	-5
C=CCn1c(=NC(=O)c2ccco2)sc2cc(C(=O)OCC)ccc21
 : 0	-28	-1	0.0	1	-0.5	-0.7	1.2	-2	-3
COC(=O)c1c(NC(=O)C(=O)NCCCN2CCOCC2)sc2c1CC(C)(C)OC2
 : -8	2	-4	-2.8	5	2.6	0.9	1.4	-5	3
Cc1cc2c(C)nc(Cc3ccccc3)nc2o1
 : 2	29	7	-0.6	0	1.2	1.1	-2.5	-7	-5
CCC(=O)c1ccc(OCCn2cncn2)cc1
 : -1	-17	-2	-1.9	-1	-0.5	1.1	-3.1	1	-6
O=C(Nc1ccc(Cl)cc1F)c1ccc(COc2c(F)c(F)c(F)c(F)c2F)o1
 : -30	-31	3	-0.3	6	0.5	3.2	1.5	10	-16
COC(=O)Sc1nc(N2CCOCC2)c2c(c1C#N)CC(C)(C)OC2
 : -1	10	-1	-2.5	x	1.6	2.2	-1.7	-5	-7
CC1CCN(C(=O)Cn2cc(SCC(=O)NCC3CCCO3)c3ccccc32)CC1 (stereo not drawn)
 : 0	-4	-2	-0.8	1	-0.4	0.3	0.4	-7	0
Cc1cccc(C(=O)NC(C)C(=O)NC(c2nc3ccccc3[nH]2)C(C)C)c1 (stereo not drawn)
 : -2	11	-1	-1.2	1	-0.9	0.1	-0.2	-21	-8
CN(C)c1ccc(S(=O)(=O)N2CCCCC2)cc1NC(=O)CN1C(=O)NC(C)(c2ccccc2)C1=O (stereo not drawn)
 : 2	x	12	0.9	-2	3.1	0.7	1.1	-1	-14

A different layout for part of the listing above.
SMILES	DAGLB inh	PfHsp90 set2	Tat transport	CAL PDZ inh	Wnt bcat act	phage Ecoli inh	AddAB inh	E coli growth	Rtt109 Vps75	PvdQ acylase
COC(=O)c1c(NC(=O)C(=O)NCCCN2CCOCC2)sc2c1CC(C)(C)OC2	-8	2	-4	-2.8	5	2.6	0.9	1.4	-5	3
Cc1cc2c(C)nc(Cc3ccccc3)nc2o1	2	29	7	-0.6	0	1.2	1.1	-2.5	-7	-5
CCC(=O)c1ccc(OCCn2cncn2)cc1	-1	-17	-2	-1.9	-1	-0.5	1.1	-3.1	1	-6
O=C(Nc1ccc(Cl)cc1F)c1ccc(COc2c(F)c(F)c(F)c(F)c2F)o1	-30	-31	3	-0.3	6	0.5	3.2	1.5	10	-16
COC(=O)Sc1nc(N2CCOCC2)c2c(c1C#N)CC(C)(C)OC2	-1	10	-1	-2.5	x	1.6	2.2	-1.7	-5	-7
CC1CCN(C(=O)Cn2cc(SCC(=O)NCC3CCCO3)c3ccccc32)CC1 (stereo not drawn)	0	-4	-2	-0.8	1	-0.4	0.3	0.4	-7	0
Cc1cccc(C(=O)NC(C)C(=O)NC(c2nc3ccccc3[nH]2)C(C)C)c1 (stereo not drawn)	-2	11	-1	-1.2	1	-0.9	0.1	-0.2	-21	-8
CN(C)c1ccc(S(=O)(=O)N2CCCCC2)cc1NC(=O)CN1C(=O)NC(C)(c2ccccc2)C1=O (stereo not drawn)	2	x	12	0.9	-2	3.1	0.7	1.1	-1	-14

Records listed above marked active in phage Ecoli inh.
molecule,DAGLB inh,PfHsp90 set2,Tat transport,CAL PDZ inh,Wnt bcat act,phage Ecoli inh,AddAB inh,Rtt109 Vps75,PvdQ acylase
O=C1CN(/N=C/c2ccc([N+](=O)[O-])o2)C(=O)N1,x,x,x,x,2,77*,99*,x,x

New compounds follow
Values run as follows: DAGLB inh	PfHsp90 set2	Tat transport	CAL PDZ inh	Wnt bcat act	phage Ecoli inh	AddAB inh	E coli growth	Rtt109 Vps75	PvdQ acylase
COc1ccc(C(CCN2CCCC2)c2c(O)cc(OC)cc2OC)cc1 (stereo not drawn)
 : -3	7	-4	-2.5	-3	-0.6	1.8	-1.7	1	-15
CCOC(=O)c1cc(NC(=O)c2ccccc2)c(=O)oc1-c1ccccc1
 : -3	-4	-7	-0.4	-3	3.1	2.6	-2.6	1	15
O=C(/C=C/c1cn(-c2ccccc2)nc1-c1cccnc1)N1CCCC1
 : 1	0	-6	-4.3	6	4.6	x	x	-18	-6
O=C(COC(=O)c1ccc([N+](=O)[O-])cc1)Nc1ccccc1C(=O)NC1CC1
 : 3	-5	-2	0.2	-2	2.7	-2.5	-1.1	3	-3
COc1ccccc1CC(=O)N1CCCC1
 : 3	5	-3	-2.9	-6	1.8	0.1	-1.5	-3	-8
Cc1ccc2c(c1)-n1c(nc3ccccc3c1=O)C(CC(C)C)NC2=O (stereo not drawn)
 : x	x	x	x	-3	3.8	-2.4	-2.5	x	x
c1ccc(-c2noc(CSc3nnnn3-c3ccccc3)n2)cc1
 : -8	4	9	-1.5	-4	-0.1	-0.6	0.5	-1	-10
CN(CC(=O)Nc1ccc(OC(F)F)cc1)S(=O)(=O)/C=C/c1ccccc1
 : -4	-13	5	-1.2	-2	0.9	2.4	-0.8	-12	-15
O=C(NCc1ccccc1)N(Cc1nc2ccccc2c(=O)[nH]1)C1CCCC1
 : 0	7	2	0.3	x	-0.2	1.7	-2.3	-3	1
CC1CCCCN1S(=O)(=O)c1ccc(N(C(=O)c2cnccn2)C(C(=O)NC2CCCCC2)c2cccs2)cc1 (stereo not drawn)
 : -1	13	10	-1.4	x	3.7	-0.6	2.5	12	1
CCc1nnc(NC(=O)CSc2nnc(-c3ccc(OC)cc3)n2C)s1
 : 0	1	-7	-0.6	-3	1.4	2.3	2.6	-1	-11
CCCN(Cc1cc2cc(C)ccc2[nH]c1=O)S(C)(=O)=O
 : 1	x	9	x	1	2.2	0.1	0.6	-4	-14
COc1ccccc1OCC(O)CNCc1ccc2c(c1)OCO2 (stereo not drawn)
 : -1	-7	-7	-0.8	6	1.3	-0.5	0.3	-3	12
CN(C)CC/C=C1/c2ccccc2Sc2c(O)cc(Cl)cc21
 : 0	4	9	-1.0	-8	1.3	-1.9	-2.1	2	-14
CCOC(=O)c1cc2c(=O)n3ccccc3nc2n(C(C)C)c1=NC(=O)c1c(-c2ccccc2Cl)noc1C
 : 0	x	2	0.0	-1	1.1	1.2	2.2	-42	-8
CCOc1cccc2sc(N(CCCN(C)C)C(=O)c3ccc(S(=O)(=O)N(C)Cc4ccccc4)cc3)nc12
 : -2	-16	26	-4.6	-2	2.6	1.1	-2.2	5	4
CCC(C)(C)NC(=O)C(c1cccs1)N(C(=O)c1ccn[nH]1)c1cccc(OC)c1 (stereo not drawn)
 : -1	5	-6	-1.2	0	5.0	3.4	-2.0	1	-7
Cc1cc([N+](=O)[O-])ccc1NCc1ccco1
 : 2	-9	4	0.9	-1	2.5	2.6	0.7	12	-7
O=C(C1=C[C@@H](c2ccc(Br)cc2)C[C@@H](OCCCCO)O1)N1CCN(Cc2ccccc2)CC1
 : -1	12	1	-0.4	-1	2.2	0.3	-0.5	-1	-4
CC(C)(C)OC(=O)N1C[C@H](O)C[C@H]1C(=O)OCC(=O)c1ccc([N+](=O)[O-])cc1
 : 2	3	0	0.0	2	0.6	2.2	0.1	u	10
NNC(=O)c1cc(S(=O)(=O)N2CCOCC2)c[nH]1
 : -3	17	1	-0.9	-1	-0.2	2.8	-1.4	5	5
O=C(O)c1ccc(N/N=C/c2cc3cc4c(cc3nc2Cl)OCCO4)cc1
 : 4	8	1	-1.8	23	1.0	1.8	-1.9	39	15
Cc1ccc(C(=O)N2CCC3(CC2)Oc2ccc(Cl)cc2C(=O)C32CC(c3cccnc3)=NO2)s1 (stereo not drawn)
 : 3	3	4	0.5	-1	3.3	2.0	1.5	8	-13
Cc1cc2ccccc2n1CCNC(=O)C(C)(C)C
 : 4	-25	2	-0.8	-1	1.6	1.3	-0.3	2	-3
c1ccc(CCSc2nccn2-c2ccccc2)cc1
 : -6	14	1	-0.7	24	2.7	3.8	1.2	9	1
CCCn1nc(NC(=O)CC(C)C)c2cc3ccccc3nc21
 : -3	x	4	-0.6	x	2.7	0.5	-1.5	-1	-6
CCCCCCCN=CC1=C(O)CC(c2ccccc2)CC1=O (stereo not drawn)
 : 0	-19	-2	-2.1	0	3.4	-0.5	-2.3	0	-18

Hits appear at their usual frequency; about 1.9% have a hit in one of these screens.
